UBC13 polyUb – blocks human UBC13 polyubiquitin chain formation. P61088. TR-FRET. inhibition, % at 20 µM. 330,000 compounds, 0.47% hits; in the data active = inhibition above about 45%, passing the limit was not always enough
Target sequence (P61088 whole entry, looked up): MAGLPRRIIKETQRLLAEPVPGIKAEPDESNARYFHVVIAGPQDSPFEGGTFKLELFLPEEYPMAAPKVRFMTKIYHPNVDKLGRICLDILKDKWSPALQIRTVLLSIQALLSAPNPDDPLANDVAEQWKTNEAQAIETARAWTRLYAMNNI
Apaf1 inhib – inhibitors of human Apaf-1 apoptosome | reconstituted apoptosome caspase-3 activity, DEVD-Rh110 fluorescence | AID 489030 | O14727 | 330,000 compounds, 0.71% hits | inhibition, % at 20 µM; active = inhibition of at least 40% at 20 µM;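 note: plate controls were DMSO wells for no effect and DEVD-CHO caspase inhibitor wells for full effect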
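Material: reconstituted apoptosome with Apaf-1, cytochrome c, caspase-9, procaspase-3, dATP; medium: pH 7.5 Hepes buffer with CHAPS, BSA, DTT; also added: cytochrome c and DEVD-Rh110 substrate; timing: 30 min plus 50 min, RT; signal: Rh110 fluorescence intensity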
SENP8 block-1 – inhibitors of human SENP8 protease. AID 2540. inhibition, % at 10 µM. purified SENP8, Z-RLRGG-aminoluciferin cleavage, luminescence. 330,000 compounds, 1.2% hits. Q96LD8; in the data active = inhibition above about 50%
A3G deaminase – blocks human APOBEC3G single-stranded DNA deamination. 330,000 compounds, 0.28% hits. recombinant A3G, ssDNA deamination FAM/TAMRA fluorescence. AID 493012. inhibition, % at 20 µM. Q9HC16;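 active = inhibition of at least 40% at 20 µM, with no more than 30% in the related APOBEC3A deaminase screen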;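 note: plate controls were DMSO wells with A3G for no effect and wells lacking A3G enzyme for full effect; some compounds called inactive have numbers as strong as hits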
Target sequence (Q9HC16 whole entry, looked up): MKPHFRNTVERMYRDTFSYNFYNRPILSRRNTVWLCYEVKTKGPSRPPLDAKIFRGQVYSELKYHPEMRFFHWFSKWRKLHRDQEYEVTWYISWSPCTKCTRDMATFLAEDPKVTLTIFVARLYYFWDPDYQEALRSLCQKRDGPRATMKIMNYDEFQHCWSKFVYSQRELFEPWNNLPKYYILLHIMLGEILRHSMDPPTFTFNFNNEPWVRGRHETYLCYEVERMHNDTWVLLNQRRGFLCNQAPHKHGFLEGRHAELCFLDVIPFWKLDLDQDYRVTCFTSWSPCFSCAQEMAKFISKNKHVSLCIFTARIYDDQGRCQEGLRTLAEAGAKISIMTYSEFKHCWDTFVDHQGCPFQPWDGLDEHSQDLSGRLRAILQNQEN
SENP1 inh – SENP1 (human) catalytic domain inhibition; 360,000 compounds, 0.21% hits; AID 624204; inhibition, % at 10 µM; recombinant SENP1 catalytic domain, CyPet-SUMO1-YPet FRET cleavage; Q9P0U3;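 active = inhibition at least 30% at 10 µM, raw YFP signal under a set limit, fluorescence ratio 0.5 to 1.5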;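 note: 0% = enzyme with DMSO and 100% = no enzyme wells; some results filed as inactive read as strong as hits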
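Test system: recombinant human SENP1 catalytic domain, His6-tagged / Medium: pH 8 Tris buffer with EDTA, NaCl, BME, BSA, NP40, catalase / Also added: SUMO1 FRET substrate flanked by Cypet and Ypet, 25 nM / Times: 50 min reaction at room temperature / Signal: FRET, CFP and YFP emission / Control set: no-enzyme low control and enzyme-plus-DMSO high control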
SENP6 inh – SENP6 protease inhibition. inhibition, % at 10 µM. Recombinant SENP6 catalytic domain, aminoluciferin luminescence. 330,000 compounds, 1.8% hits. Q9GZR1;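 active = inhibition above about 50% at the single tested dose, limit read from the data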;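 note: plate controls were DMSO wells with enzyme for no effect and DMSO wells lacking enzyme for full effect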
Target sequence (Q9GZR1 628-1112 limits assumed): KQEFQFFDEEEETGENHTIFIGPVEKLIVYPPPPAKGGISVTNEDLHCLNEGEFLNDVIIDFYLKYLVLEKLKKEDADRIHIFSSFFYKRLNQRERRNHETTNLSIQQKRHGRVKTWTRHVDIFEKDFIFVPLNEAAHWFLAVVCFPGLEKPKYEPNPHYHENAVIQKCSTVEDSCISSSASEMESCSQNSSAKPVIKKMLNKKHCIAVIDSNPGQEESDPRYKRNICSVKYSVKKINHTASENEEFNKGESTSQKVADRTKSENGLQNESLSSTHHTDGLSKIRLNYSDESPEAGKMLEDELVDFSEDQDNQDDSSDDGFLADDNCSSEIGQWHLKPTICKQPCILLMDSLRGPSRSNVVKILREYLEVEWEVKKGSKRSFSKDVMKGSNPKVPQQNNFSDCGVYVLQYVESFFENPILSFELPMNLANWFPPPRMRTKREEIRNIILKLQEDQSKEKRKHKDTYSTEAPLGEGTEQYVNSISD
SENP7 block – blocks the human protease SENP7; Q9BQF6; recombinant SENP7, Z-RLRGG-aminoluciferin luminescence, 40 min; inhibition, % at 5 µM; 330,000 compounds, 1.5% hits;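 active = inhibition above about 50% at the single test dose, limit read from the data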;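 note: plate controls were DMSO with enzyme for no effect and no enzyme buffer wells for full effect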
SENP8 block-2 – blocks human SENP8 cleavage of Nedd8 substrate | inhibition, % at 20 µM | 360,000 compounds, 0.64% hits | recombinant SENP8, Nedd8 substrate fluorescence | Q96LD8 | AID 602440; in the data active = inhibition mostly above about 40%, no sharp cut-off; inactive = mostly below about 27%
An asterisk follows results filed as active; x = not tested or not shown.

Values run as follows: UBC13 polyUb, Apaf1 inhib, SENP8 block-1, A3G deaminase, SENP1 inh, SENP6 inh, SENP7 block, SENP8 block-2
- Cc1ccc(-c2nc(C(=O)NCCCN3CCOCC3)cc3c2[nH]c2ccccc23)cc1
→ 33, 38, -5, 6, -42, -3, 9, -230
- O=C(O)c1cc(NN=C2c3ccccc3-c3ccccc32)ccc1Cl
→ -10, 20, 22, 12, -47, 9, 5, 24
- O=C(CSc1nc2ccccc2c(=O)n1NC(=O)Cc1ccccc1)NCCc1ccccc1
→ -2, 3, 2, -9, 1, 2, 2, 7
- CC(C)c1ccc(S(=O)(=O)N2CCC(C(=O)N3CCC3)CC2)cc1
→ -3, 5, -4, -6, -1, -15, -2, 16
- O=S1(=O)CCOCCCN1Cc1ccc(Cl)cc1
→ 6, -8, 2, -10, 0, -7, -3, 11
- CN(c1ccccc1)S(=O)(=O)c1ccc(Cl)c(C(=O)Nc2ccncc2)c1
→ 9, 5, 3, -5, -1, -4, 7, 5
- O=c1cc[nH]c2cccc(Cc3ccccc3)c12
→ -5, 8, -10, -7, -2, -9, -10, 10
- CC(=O)c1ccc(N=C2SCCCN2C(=O)C2CCCCC2)cc1
→ 1, 8, -1, 4, 2, -24, 5, 10
- CCOc1ccc(-c2nn(-c3ccccc3)cc2/C=C(\C#N)S(=O)(=O)c2ccccc2)cc1C
→ 7, 1, -5, -4, -8, -5, -9, -430
- CCOc1ccc(CCNC(=O)CSCC(=O)Nc2cccc(C)c2)cc1OCC
→ -2, -4, -4, -10, 0, -1, -2, 8
- COc1cccc(C(=O)Nc2cccnc2)c1OC
→ 16, -17, 6, -7, 1, 1, 10, 2
- O=C1C2C3C=CC(C3)C2C(=O)N1/N=C/c1cc(Br)cc([N+](=O)[O-])c1O (stereo unspecified)
→ -49, 10, 4, 6, 13, 2, 9, 39
- O=C(NCCc1ccccc1)C1CCN(C2CCN(Cc3ccc(CO)o3)CC2)CC1
→ 6, -2, -2, -7, -5, -8, -2, 0
- Cc1c(/C=N/NC(=O)C2(O)c3ccccc3-c3ccccc32)cnn1C
→ 4, -2, -2, -2, 2, -12, 4, 10
- Cc1ccc(NC(=O)CSCC#N)cc1Cl
→ -5, -17, 7, -2, 1, 5, 7, 13
- COc1cccc(C(=O)NCCS(=O)(=O)N2CCN(C(=O)c3ccco3)CC2)c1
→ -3, 10, -19, 3, -1, -10, -10, 3
- COc1ccc(C(=O)Nc2ccc(NC(=O)C(C)C)nc2)cc1
→ -7, 0, -8, 2, -1, -6, -8, 4
- C[C@@H](C(=O)CC(=O)OC(C)(C)C)[C@@H](O)c1c(F)cccc1Cl
→ -3, 4, -5, -3, 1, -4, 1, 10
- CCN=C1NN=C(c2cc(C)n(Cc3ccco3)c2C)CS1
→ -19, 11, -5, 2, 0, -1, -8, 2
- CC(Oc1ccccc1)C(=O)N1CCN=C1SCc1ccc(F)cc1 (stereo unspecified)
→ 22, -20, 0, -3, 3, -13, -1, 20
- CCn1cc(Br)c(C(=O)NN)n1
→ -1, 12, -11, -4, 1, -22, -6, 13
- COc1ccc(NC2CC(=O)N(C)C2=O)cc1 (stereo unspecified)
→ -17, 12, 2, 1, 1, 3, 9, 15
- CCc1nnc(NC(=O)c2cccc(S(=O)(=O)N3CC(c4ccccc4)CC3=O)c2)s1 (stereo unspecified)
→ 0, 2, 1, -6, 3, -26, -1, 10
- COc1ccc(-c2nc(C)ncc2-c2ccc(Cl)cc2)c(O)c1
→ 6, 13, 3, -5, 0, 3, 8, 0
- Cc1nc(NC(=O)CSc2nnc(-c3ccc4c(c3)OCO4)o2)c(Cl)cc1Cl
→ 5, -4, 5, -4, -6, 19, 5, 2
- Cc1cccc(NC(=O)c2ccc(S(=O)(=O)N3CCN(C)CC3)cc2)c1C
→ 4, 9, -1, -7, 1, -3, 0, 9
- CCOc1ccc(NC(=S)N2CCC(N(C)CC3CCCO3)CC2)cc1 (stereo unspecified)
→ -2, -4, -4, -3, 4, 2, 3, 12
- Cc1ccc(-c2nnn(CC(=O)N(c3ccccc3)C(C(=O)NC3CCCC3)c3ccncc3)n2)o1 (stereo unspecified)
→ 5, -2, -3, -5, -1, -14, -1, -2
- O=C(COC(=O)/C=C/c1cccc(Cl)c1)Nc1ccc(N2CCOCC2)cc1
→ -12, 3, 9, 2, 2, 3, -2, 11
- C=C1CC[C@H](O)C/C1=C/C=C1\CCC[C@]2(C)[C@@H]([C@H](C)/C=C/[C@H](C)C(C)C)CC[C@@H]12
→ -26, 11, -2, 0, -10, -8, 1, -3
- O=C(CN1CCC(n2nnc3cc(F)ccc32)CC1)N1CCCc2ccccc21
→ -7, 15, -3, -2, -1, 0, -5, 13
- COc1ccccc1NC(=O)CSc1nnc(NC(=O)C2CCC2)s1
→ 0, 5, -2, 2, 1, -7, -7, 14
- CC(C(=O)Nc1ccon1)N1C(=O)c2ccccc2S1(=O)=O (stereo unspecified)
→ -6, 0, -4, -9, 2, -3, -1, 2
- Cc1cccc(N2C(=O)Cc3ccccc3C2=O)c1
→ 0, 19, 20, -12, -3, 31, 24, 82*
- COc1ccc(CCNc2oc(-c3ccco3)nc2C#N)cc1
→ 6, -1, 2, -7, -7, -2, 15, -292
- O=C(Nc1ncccn1)c1cc([N+](=O)[O-])cc([N+](=O)[O-])c1
→ -14, -2, -2, -6, 2, -6, -1, 14
- CCOC(=O)C1=C(C)N(CCCC(=O)O)C(=O)NC1c1ccc(OC)cc1 (stereo unspecified)
→ -6, 10, -8, -6, 0, -4, -11, 13
- CS(=O)c1ccccc1COC(=O)Nc1ccccc1 (stereo unspecified)
→ 4, -7, 0, 0, 1, -3, -2, 12
- CCSc1nnc2c(n1)[nH]c1c(C)cccc12
→ -11, -5, 1, -5, 1, 22, 4, 7
- Cc1ccc(N(C(=O)Cn2nnc(-c3ccccc3)n2)C(C(=O)NC2CCCCC2)c2ccccn2)cc1C (stereo unspecified)
→ -6, 19, -3, -4, -7, -2, 6, 14
- Cc1ccc(-c2cc(C(=O)NCc3cccs3)no2)cc1
→ -3, -27, -16, -3, 0, -13, -10, 12
- COc1ccc(-c2cc(C(=O)NCCc3ccc(S(N)(=O)=O)cc3)c3ccccc3n2)cc1
→ 17, -12, -4, -2, -1, 15, 12, -438
- CC(=O)Nc1nnc(SCC(=O)NC2CCCC2)s1
→ 2, -7, -3, -5, 0, 4, 7, 13
- O=C(Cc1c[nH]c2ccccc12)NCc1ccco1
→ 4, -8, 11, -4, -1, 24, 3, 16
- CC(=O)N1c2ccc(S(=O)(=O)N(C)CC(=O)NC3CCCC3)cc2CC1C (stereo unspecified)
→ -2, -5, -11, -7, 1, -3, 10, 3
- O=C(c1ccncc1)N1N=C2CCCCCC2C1(O)C(F)(F)F (stereo unspecified)
→ -2, 2, -11, -8, 2, -9, -9, 13
- COc1ccc(/C=N\NC(=O)C2CCCC2)cc1Br
→ -1, 8, 2, -2, 1, -16, -9, 9
- COc1ccc(NC(=O)C2CCC(=O)N2C(=O)OCc2ccccc2)cc1 (stereo unspecified)
→ -7, -5, -9, -9, 1, -2, -20, 9
- C=CCN(c1ccc(F)cc1)S(=O)(=O)c1cc(C(=O)NC2CCC(O)CC2)ccc1Cl (stereo unspecified)
→ 8, -1, -4, -6, -2, 1, 4, 12
- CC(=O)c1ccc(NC(=O)CN2C(=O)CCC2=O)cc1
→ 12, -5, 4, -2, 2, 1, 4, 6
- Cc1cccc(NC(=O)CSc2nc3nc4c(cc3c(=O)n2-c2ccccc2)CCCC4)c1
→ -3, 10, 2, -7, -36, 3, 2, 6
- COc1ccc(CNC(=O)C/C(C)=N/NC(=O)C(c2ccccc2)c2ccccc2)cc1
→ -2, 14, 2, 2, 1, 3, 1, 5
- Cc1ccccc1NC(=O)CSc1nnc(C2CC2)n1CC1CCCO1 (stereo unspecified)
→ -3, 4, 0, -10, 0, -30, 6, 3
- S=C(Nc1ccc2c(c1)OCO2)N1CCN(Cc2ccco2)CC1
→ 0, -4, -8, -3, -4, -23, 12, 12
- COc1ccccc1CCNC(=O)C(=O)NCC1OCCN1S(=O)(=O)c1ccc(C)cc1 (stereo unspecified)
→ 4, 8, 2, -5, -1, -4, 13, 11
- CCn1nc(C(=O)Nc2ccc3nc(C)sc3c2)c2ccccc2c1=O
→ 9, 5, 0, 2, 1, -26, 1, 5
- O=C(Nc1nccs1)c1sc2cc(Cl)ccc2c1Cl
→ 1, 6, -20, 1, 0, -6, 16, -42
- Cc1ccc2sc(C)[n+](CCO)c2c1
→ 2, 0, 5, -1, -6, 7, 2, 8
- O=C(Nc1ccc(-c2nnc(-c3ccccc3)o2)cc1)c1ccc(Br)o1
→ 10, 17, -3, -5, 0, -29, 2, -359
- O=C1c2ccccc2C(O)(Cc2ccccc2)N1Cc1ccco1 (stereo unspecified)
→ -7, 14, -3, -6, -1, -53, -7, 4

(list continues)
Values run as follows: UBC13 polyUb, Apaf1 inhib, SENP8 block-1, A3G deaminase, SENP1 inh, SENP6 inh, SENP7 block, SENP8 block-2
- Cn1ncc(Cl)c1C(=O)Nc1ccc(Cl)cn1
→ 3, 7, -12, -1, -1, -19, 12, 3
- O=C(CNC(=O)c1cccs1)NCC(=O)OCc1ccc(F)cc1
→ -8, 4, 7, 1, 3, 11, -1, 30
- CCOc1ccccc1OCCOCCOc1c(Cl)cccc1Cl
→ 12, 14, -3, -6, -1, -16, 1, 3
- CC(C)N(C(=O)[C@H]1CC(CC(=O)NC(C)(C)C)C(=O)N2CCc3c([nH]c4ccccc34)[C@]12C)C(C)C (stereo partly specified)
→ -19, 13, -10, -6, 0, -28, -7, 2
- Cn1[nH]c(C(F)(F)F)c(C=NCc2ccc(Cl)cc2)c1=O
→ 9, -1, -1, -2, 0, -7, 2, 6
- Cc1c(Cl)cccc1NC(=O)Nc1ccccc1C(N)=O
→ 11, -16, 1, -6, 3, -9, 5, -139
- COc1cccc(NC(=O)CSc2ncnc3c2cnn3Cc2ccccc2)c1
→ -3, 6, -16, -1, 3, 6, -5, 2
- COC(=O)c1sc2nc(C)cc(C)c2c1N
→ 1, 3, -11, -4, -23, 5, -6, -381
- O=[N+]([O-])c1ccc(Sc2nnnn2-c2ccccc2)nc1
→ 3, 6, 7, -5, x, 16, 7, x
- O=C1c2ccccc2NC(c2ccco2)N1O (stereo unspecified)
→ 16, -3, 1, -7, 3, -10, 6, -62
- COc1ccc(N(CC(=O)N2CCC(C(N)=O)CC2)S(=O)(=O)c2ccccc2)cc1
→ 9, 3, 2, -7, -1, -6, -2, 6
- CCC1C(=O)CC(c2ccc([N+](=O)[O-])cc2)NC1c1ccc([N+](=O)[O-])cc1 (stereo unspecified)
→ 1, -3, -3, -4, 0, -6, 0, 0
- CC(=O)NCCc1ccc(S(=O)(=O)N(C)C2CCS(=O)(=O)C2)cc1 (stereo unspecified)
→ -2, 10, -6, 2, 1, -17, -5, 10
- CCN(C[C@H]1N[C@@](C)(C(=O)OC)[C@H]2C(=O)N(C)C(=O)[C@@H]12)S(=O)(=O)c1ccc(-c2ccccc2)cc1
→ 12, -3, 8, -8, 3, 0, -6, 8
- COCCN=C1Sc2nc3ccc(C)cc3cc2CN1Cc1ccco1
→ -18, 9, -1, -4, -3, -8, 4, 9
- O=C(COc1ccc(/C=N/NC(=O)c2ccc(O)cc2)cc1)Nc1cccc([N+](=O)[O-])c1
→ -13, -15, 4, -7, 2, -21, -1, 5
- Cc1c(Cl)cccc1NC(=O)CNC(=O)C1CC(=O)N(CCc2ccccc2)C1 (stereo unspecified)
→ 6, -3, -5, -6, 1, -5, 0, 12
- c1cc2c(cc1NC1CCCCCC1)OCO2
→ -2, 10, 1, 2, 0, -15, 2, -13

Some of these compounds in order of the SENP1 inh value, high to low:
smiles | SENP1 inh
Cc1c(Cl)cccc1NC(=O)Nc1ccccc1C(N)=O | 3
Cc1c(Cl)cccc1NC(=O)CNC(=O)C1CC(=O)N(CCc2ccccc2)C1 (stereo unspecified) | 1
CCOc1ccccc1OCCOCCOc1c(Cl)cccc1Cl | -1

Screens deposited in PubChem BioAssay by Sanford-Burnham Center for Chemical Genomics.
